KLF5 inh – KLF5 expression inhibitors, primary screen, DLD-1 cells, luminescence | inhibition, % at 5 µM | DLD-1 KLF5 promoter-luciferase reporter | 290,000 tested, 0.23% active;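 active means inhibition above a per-plate limit of that plate's mean compound inhibition plus 3 SD, cut at about 60% in these data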;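 further: 0% = DMSO wells and 100% = LY294002 at 200 µM; higher means less KLF5 promoter-driven luciferase light; inactives centre near -14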
IEC-6 tox – cytotoxicity in IEC-6 intestinal epithelial cells, primary screen, cytotoxicity control for KLF5 inhibitor project, cell-based, luminescence | IEC-6 cytotoxicity, luminescence viability | inhibition, % at 5 µM | 290,000 tested, 0.78% active; in the data active means inhibition above about 22%;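 further: 0% = plate median of test compound wells and 100% = cytotoxic reference compound wells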
AI-2 QS mod – Vibrio harveyi AI-2 quorum sensing modulators, primary screen, JMH597 strain, luminescence/OD600 ratio; Vibrio harveyi JMH597 AI-2 luminescence/OD600 ratio, 9 h; hits give low values; strain lacks LuxN and CqsS sensors; 0 = neutral-control median; activity change, % at 7.5 µM; 300,000 tested, 0.4% active; AID 2094, 2009; in the data active means activity change below about -75%, passing the limit was not always enough;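 further: luminescence divided by OD600 gain over 9 h not by final OD600 alone; inactives centre near 13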
GSK3A inh – blockers of GSK3A enzyme activity – biochemical, luminescence, cell-free homogeneous, HTS, primary screen; GSK-3 alpha kinase, ADP-Glo luminescence, 60 min; inhibition, % at 10 µM; 320,000 tested, 0.1% active; AID 2650, 2010;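 in the data active means inhibition above about 50%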;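 further: GST-tagged GSK-3 alpha with peptide substrate and 25 µM ATP; 0% = DMSO neutral wells and 100% = GW8510 positive control wells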
Target sequence (P49840 whole entry, looked up): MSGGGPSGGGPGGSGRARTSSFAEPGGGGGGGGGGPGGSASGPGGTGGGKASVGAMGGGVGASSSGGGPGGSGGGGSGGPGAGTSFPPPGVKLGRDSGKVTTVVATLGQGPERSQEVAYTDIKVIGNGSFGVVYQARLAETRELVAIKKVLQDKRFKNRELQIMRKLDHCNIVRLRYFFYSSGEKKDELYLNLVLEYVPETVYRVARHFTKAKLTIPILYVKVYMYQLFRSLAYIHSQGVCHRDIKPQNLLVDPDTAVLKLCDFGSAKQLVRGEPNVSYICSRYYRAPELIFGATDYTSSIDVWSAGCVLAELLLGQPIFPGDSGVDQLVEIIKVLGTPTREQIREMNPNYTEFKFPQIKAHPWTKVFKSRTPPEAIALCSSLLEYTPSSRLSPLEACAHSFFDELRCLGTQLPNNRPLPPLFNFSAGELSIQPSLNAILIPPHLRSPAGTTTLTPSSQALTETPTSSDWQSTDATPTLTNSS
HSF-1 act – HSF-1 activators, primary screen, NIH3T3-HGL cells, MG132 stress, luminescence, single point. NIH3T3-HGL HSF-1 luciferase reporter, 8 h; 100% = twice DMSO control signal. activation, % at 9 µM. 300,000 tested, 1.7% active;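 active means mean replicate activation of at least 50% with a set share of replicates each reaching 50%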;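 further: 0% = median of the neutral control wells and 100% = twice that signal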
GSK3beta inhib – human GSK3beta kinase inhibitors, primary screen, biochemical, cell-free homogeneous, HTS; GST-GSK3beta kinase, ADP-Glo luminescence, 60 min; hits give low values; activity score (negative = inhibition), % at 10 µM; 300,000 tested, 0.038% active;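 active means more than half of replicate wells score below -50%, meaning over 50% inhibition versus plate controls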;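 further: 0% = median DMSO wells and -100% = median GW8510 positive control wells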
Target sequence (P49841 whole entry, looked up): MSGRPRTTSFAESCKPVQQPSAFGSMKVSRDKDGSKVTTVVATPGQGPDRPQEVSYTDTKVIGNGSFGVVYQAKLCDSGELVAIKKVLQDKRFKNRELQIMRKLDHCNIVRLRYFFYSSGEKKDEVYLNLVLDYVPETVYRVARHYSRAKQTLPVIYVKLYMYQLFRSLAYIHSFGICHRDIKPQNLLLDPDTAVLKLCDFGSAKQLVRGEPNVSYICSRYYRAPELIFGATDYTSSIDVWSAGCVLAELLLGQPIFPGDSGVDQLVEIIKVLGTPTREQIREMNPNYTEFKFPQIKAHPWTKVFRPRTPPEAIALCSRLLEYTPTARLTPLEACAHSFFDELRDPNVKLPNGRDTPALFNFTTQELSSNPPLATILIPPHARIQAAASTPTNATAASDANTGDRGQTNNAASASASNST
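Assay system: GST-tagged human GSK3beta kinase, cell-free; Input: 1.6 ng GSK3beta; Medium: Tris/MgCl2 kinase buffer; Timing: 60 min enzyme reaction, room temperature; Signal: ADP-Glo luminescence quantifying ADP generated by kinase; Evaluation: score relative to plate controls; Benchmarks: DMSO neutral wells and GW8510 at 20 µM as positive.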
HSP90 refold inh – HSP90 inhibitors, primary screen, cell lysate, luminescence; 290,000 tested, 0.91% active; inhibition, % at 5.6 µM; Rabbit reticulocyte lysate, luciferase refolding luminescence, 3 h; AID 1789, 2009; Heat shock protein HSP 90 (rabbit reticulocyte lysate; luciferase refolding);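 active means inhibition above the screen-wide mean plus 3 SD, computed separately per campaign, cut at about 16% in these data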;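 further: 0% = DMSO wells and 100% = 60 µM geldanamycin wells; inhibitors lower the luminescence because luciferase stays unfolded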
HSF1 inh – HSF1 inhibitors in luciferase reporter cells, primary screen, cell-based, NIH3T3, luminescence | NIH3T3-HGL HSE-luciferase, MG132-induced, luminescence 8 h; hits give low values | activity change, negative = inhibition, % at 7.5 µM (by protocol) | 300,000 tested, 0.77% active;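 active means more than half of replicate wells show activity change below -50%, luminescence cut by over half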;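 further: luciferase reports HSF-1 transcriptional activity via heat shock element; 0% = median of DMSO wells and -100% = zero luminescence signal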
HIF act – HIF pathway transcriptional activators, primary screen, cell-based, U2OS HRE-luciferase, luminescence; 300,000 tested, 0.32% active; activation, % at 7.5 µM (by protocol); U2OS HRE-luciferase reporter; normalized: DMSO 0%, desferrioxamine 100%;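 active means mean activation of at least 10% of the iron chelator positive control signal, with at least half of replicates also reaching 10%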
aSyn UTR inh – MLPCN primary screen, SNCA 5' untranslated region | alpha-synuclein 5'UTR reporter, inhibitor activity | inhibition, % (tested at 7.5 µM) | 300,000 tested, 0.82% active | AID 1813, 2009; in the data active means inhibition above about 60%;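 further: H4 neuroglioblastoma cells stably carrying SNCA 5'UTR luciferase fusion; 0% = DMSO wells and 100% = positive control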
* hit, by the source's call; nt = not tested or not shown. Rows are unselected; overall some 4.7% were active at least once.

SMILES	KLF5 inh	IEC-6 tox	AI-2 QS mod	GSK3A inh	HSF-1 act	GSK3beta inhib	HSP90 refold inh	HSF1 inh	HIF act	aSyn UTR inh
O=C(O/N=C1\CCS(=O)(=O)c2sccc21)C1CC1	6	4	-13	0	8	-1	-4	7	-0.9	9
CN(CC(=O)Nc1c(Cl)cccc1Cl)C(=O)c1cc(-c2cccs2)nn1-c1ccccc1	nt	nt	24	-2	5	2	nt	16	-0.5	7
CCC(=O)Nc1nnc(SCc2ccc(F)cc2)s1	-35	0	16	2	34	3	-2	5	0.0	12
Cc1cc(/C=N/Nc2ccc([N+](=O)[O-])cn2)c(C)n1-c1ccc(C(=O)O)cc1	-70	-4	34	6	-1	-6	0	7	0.0	4
CCCNC(=O)Cn1nc([N+](=O)[O-])c([N+](=O)[O-])c1C	31	3	21	1	2	1	0	-4	-0.3	-77
O=C(Nc1nncs1)c1ccc(F)c(S(=O)(=O)N2CCCCC2)c1	-15	8	13	nt	-56	3	2	-42	-0.3	3
Cc1ccc(Cn2c(=O)cc(C(=O)O)c3ccccc32)cc1	-30	1	8	-8	12	1	-5	-3	0.1	11
COCCCNC(NC(=O)c1ccc(Cl)cc1)C(Cl)(Cl)Cl (stereo unspecified)	3	-1	2	-5	2	-2	0	2	-0.4	-3
O=C(CCc1c[nH]c2ccccc12)NCc1ccc2c(c1)OCO2	-26	0	7	2	-5	-4	0	2	-0.3	7
CC(CCc1ccccc1)NC(=O)c1ccc2nc(N3CCOCC3)sc2c1 (stereo unspecified)	-51	8	-8	-3	9	3	2	-4	-0.7	20
COc1cc(CNc2nc3ccccc3n2C)cc(OC)c1OC	-39	7	27	-2	1	-3	-1	-7	0.1	8
CN(C(=O)CSc1nnc(CN2CCCC2)n1Cc1ccccc1)c1ccccc1	nt	nt	4	0	-10	2	nt	1	0.6	11
c1cncc(-c2csc(-c3cccnc3)n2)c1	-31	1	12	1	7	-2	0	-2	1.0	-2
COc1cc2ccccc2nn1	-2	2	9	-1	9	3	3	-8	0.1	11
Cc1[nH]c2ccc(-c3n[nH]c(=S)n3-c3ccccc3)cc2c1C	-32	49*	27	-1	-12	1	4	-10	0.1	6
O=C(OCC(=O)N1CCN(c2ccccc2)CC1)c1ccc2ccccc2n1	-11	0	12	-3	12	3	0	-6	-0.2	-25
CCN(CC)C(=O)N(CC)Cc1ccccc1	16	1	-3	0	-23	3	-1	-14	-0.2	-27
CCOc1ccc(C(=O)Oc2cc(C)[nH]c(=O)c2[N+](=O)[O-])cc1OCC	-27	-4	12	-2	2	3	-4	-9	0.0	17
CSc1ccc(/C=C(\C#N)C(=O)NC2CCCCC2)cc1	-12	7	9	5	-35	2	4	-29	0.2	14
CCOP(=O)(OCC)c1nc(-c2ccc(F)cc2)oc1NCc1ccccc1	-23	-1	4	0	7	1	-1	8	-0.8	20
O=C(CN1CCN(Cc2ccc3c(c2)OCO3)CC1)NCC(F)(F)F	2	7	24	0	0	0	7	-1	-0.2	28
CS(=O)(=O)N(CC(=O)Nc1ccc(Cl)c(Cl)c1)C1CCCCC1	-12	1	-2	-1	2	1	5	-2	-0.8	26
CC(NC(=O)C1CCCN(S(=O)(=O)c2ccc(-n3cnnn3)cc2)C1)c1ccc(F)cc1 (stereo unspecified)	-16	2	36	0	9	-2	3	12	-1.3	10
N#Cc1nc(-c2ccccc2F)oc1NCCc1ccccc1	-37	-8	17	2	17	-3	-1	3	1.0	-50
Cc1cc(C(F)(F)F)nn1CC(=O)N1CCOCC1	-51	4	14	-4	8	1	-1	-7	-0.7	6

The closing 3 records of the part above lead into the next:
SMILES	KLF5 inh	IEC-6 tox	AI-2 QS mod	GSK3A inh	HSF-1 act	GSK3beta inhib	HSP90 refold inh	HSF1 inh	HIF act	aSyn UTR inh
CC(NC(=O)C1CCCN(S(=O)(=O)c2ccc(-n3cnnn3)cc2)C1)c1ccc(F)cc1 (stereo unspecified)	-16	2	36	0	9	-2	3	12	-1.3	10
N#Cc1nc(-c2ccccc2F)oc1NCCc1ccccc1	-37	-8	17	2	17	-3	-1	3	1.0	-50
Cc1cc(C(F)(F)F)nn1CC(=O)N1CCOCC1	-51	4	14	-4	8	1	-1	-7	-0.7	6
Cc1ccccc1NC(=O)Cc1ccccc1	-5	-2	10	-1	0	0	3	-3	-0.5	8
S=C(NCCN1CCOCC1)N1CCN(c2cccc(Cl)c2)CC1	-2	-2	38	3	-1	0	5	-3	0.0	-1
CC(C)C[C@H](NC(=O)N1CC(=O)Nc2ccccc21)C(=O)N1CCC[C@H]1C(=O)O	-4	-3	19	1	-7	1	4	1	0.3	32
CCOC(=O)c1c(NC(=O)COC(=O)Cc2n[nH]c(=O)c3ccccc23)sc(C(=O)N(C)C)c1C	nt	nt	11	1	-9	0	nt	-3	0.0	17
CCC(=O)N1CCN(c2ccc(NC(=O)c3ccc4ccccc4c3)cc2)CC1	-12	5	18	0	66*	0	-3	28	3.3	-33
CC(/C=N/N1C(=O)CSC1=S)=C\c1ccccc1	6	-7	8	3	0	-26	0	-7	0.2	15
O=C(c1ccc(N2CCN(C3CC(=O)N(c4ccc(F)cc4)C3=O)CC2)cc1)c1cccnc1 (stereo unspecified)	-12	6	-8	-3	16	-2	5	-1	0.3	-2
Cn1c(=O)c(C(=O)c2ccccc2)nc2ccccc21	-22	1	10	2	23	-3	4	4	-0.1	30
c1ccc(CN2OCC3Cn4c(nc5ccccc54)C32)cc1 (stereo unspecified)	nt	nt	0	-1	-15	0	nt	-3	0.0	4
CC(C)N(C(=O)COC(=O)CNS(=O)(=O)c1ccccc1F)c1ccccc1	-10	-3	24	-3	3	0	3	-1	-0.4	-3
CCOC(=O)C1=CN(CC2CCCO2)C=C(C(=O)OCC)C1c1ccccc1C(F)(F)F (stereo unspecified)	4	0	18	-8	15	3	-1	2	-0.4	-4
O=C(COC(=O)c1cnccn1)c1ccc(OC(=O)c2ccccc2)cc1	-14	4	-6	nt	-7	6	0	3	0.0	-43
Cc1nc2ccccc2c(=O)n1/N=C/c1ccc(O)cc1O	-24	5	10	-3	4	2	0	3	-0.1	-6
O=S(=O)(c1cccc2cccc(Cl)c12)N1CCCC1	-35	3	6	-3	-5	-7	-1	-14	-0.6	19
COCCNC(=O)c1cc(Sc2nnc(C)s2)nc2ccccc12	-12	6	8	1	-2	1	-2	3	0.3	-3
COc1ccc(OC)c(N(CC(N)=O)S(=O)(=O)c2ccc(OC)c(OC)c2)c1	-8	1	7	0	0	-1	-1	9	-0.5	-9
CCCNC(=O)c1[nH]c(C)c(C(=O)OCC)c1C	-22	3	1	0	0	1	1	-5	-0.6	-25
CCOC(=O)/C(=N\Nc1cc(Cl)ccc1Cl)N1CCOCC1	15	-2	6	-3	0	-1	-3	-4	-23	15
O=C1c2cccnc2C(O)N1Cc1cccs1 (stereo unspecified)	-13	2	2	-1	0	-2	1	5	-0.2	-21
COc1ccc(-c2nnc3sc(-c4ccco4)nn23)cc1OC	-36	-1	17	nt	8	0	2	-3	1.2	29
O=C(NCCCN1CCOCC1)c1cnn2c(-c3ccccc3)cc(-c3ccccc3)nc12	0	1	12	-3	-9	-1	-1	-12	0.1	18
O=C(CSC(=S)N1CCCC1)c1ccccc1	-96	7	15	-1	55*	-4	19*	24	-1.4	14
O=C(CCN1C(=O)CSC1=O)Nc1ccccc1	15	5	4	-1	-3	4	0	-5	0.2	1
O=C(CNC(=O)c1cccs1)N/N=C/c1cccc(Br)c1	-27	-5	11	nt	-7	-1	-1	2	-1.2	-5
COCC(C)OC(=O)/C(C#N)=C\c1coc2ccc(C)cc2c1=O (stereo unspecified)	-33	-5	nt	2	nt	nt	-4	nt	nt	nt

(continued)
SMILES	KLF5 inh	IEC-6 tox	AI-2 QS mod	GSK3A inh	HSF-1 act	GSK3beta inhib	HSP90 refold inh	HSF1 inh	HIF act	aSyn UTR inh
Cc1cccc(C)c1NC(=O)C(NC=O)c1ccccc1 (stereo unspecified)	-34	2	-3	1	-18	-1	0	-7	0.0	-18
Cc1ccc(NC(=O)c2oc3ccccc3c2NC(=O)C2CCCO2)cc1C (stereo unspecified)	-124	-3	20	-2	23	3	-2	15	2.2	-169
CCOC(=O)c1sc2ncnc(NCc3ccco3)c2c1C	-37	3	-3	3	15	2	-4	10	0.0	1
O=C(NCc1ccc2c(c1)OCO2)c1ccc(NC(=O)C2CCCO2)cc1 (stereo unspecified)	-12	8	25	-1	2	4	7	-5	0.4	14
CCN1CCN(Cc2nc3c(c(=O)n(C)c(=O)n3C)n2Cc2cccc3ccccc23)CC1	-49	1	19	-1	-10	1	0	-13	nt	-23
COc1ccc(OC(C)C(=O)Nc2ccc([N+](=O)[O-])cc2)cc1 (stereo unspecified)	-10	3	4	0	-1	-4	1	-3	-0.1	-6
Nc1ccc2nc(CCCCCCCCc3nc4ccc(N)cc4[nH]3)[nH]c2c1	11	-7	42	2	11	3	-6	2	-0.4	8
CCc1nn2c(NCCOC)cc(C)nc2c1-c1ccc(F)cc1	-50	-9	-2	-1	5	1	-5	-2	-0.2	-4
O=C(NCc1ccco1)c1cc(S(=O)(=O)N2CCCc3ccccc32)ccc1Cl	-6	-4	-4	0	6	5	0	6	1.2	-7
CCOC(=O)C1(CCc2ccccc2)CCN(C2Cc3ccccc3C2)CC1	-7	-6	27	-4	6	0	1	1	-0.3	-9
O=C(c1ccco1)N1CCN(C(=S)Nc2ccccc2C(F)(F)F)CC1	-13	-2	52	1	11	0	0	5	-3.2	2
OCCN1CCN(c2nc(-c3ccccc3O)nc3ccccc23)CC1	-5	9	6	5	3	-3	0	-13	0.0	3
O=C(O)CCN=CC1=C(O)CC(c2ccccc2)CC1=O (stereo unspecified)	-38	-2	17	-1	-13	0	3	-8	-0.3	17
CN1CC(c2ccccc2)C2(COc3ccccc3C2=O)C12C(=O)Nc1ccccc12 (stereo unspecified)	-2	7	20	-2	18	-3	2	8	0.0	22
CCO[C@H]1OC(C(=O)NC2CC2)=C[C@@H](c2coc3ccccc3c2=O)[C@@H]1CCCO	-5	-3	19	-1	9	-4	7	5	-1.3	-9
CCn1c(SCC(=O)Nc2cc(NC(C)=O)ccc2OC)nnc1-c1ccncc1	-9	2	18	nt	-22	0	-2	-2	-0.3	22
COc1ccc([N+](=O)[O-])cc1NC(=O)CC(c1ccccc1)c1ccccc1	0	-7	12	-2	1	-2	1	-5	-0.3	20
O=C(COc1ccccc1)Nc1cccc2c1CCCC2	7	1	21	-1	2	2	-2	-4	0.1	-6

High-throughput results from PubChem BioAssay.
